Assay outcomes from PubChem.
ssDAF-12 act: S. stercoralis DAF-12 nuclear receptor activators, primary screen, cell-based, luminescence, HEK293, GRIP1 co-expression, lit1-tk-luc; activation, % at 6.8 µM; Nuclear hormone receptor DAF-12 (Strongyloides stercoralis); HEK293 ssDAF-12/GRIP1 lit1-tk-luc reporter; % of 3 µM dafachronic acid response; hit rate 1% among 370,000; AID 652126, 2013;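 active = activation above the mean over all tested compounds plus 3 SD, cut at about 0.9% in these data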;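 note: 0% = DMSO-only wells and 100% = 3 µM delta7-dafachronic acid wells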
SMARCA2 activ: SMARCA2 (BRM) function activators, primary screen, cell-based, luminescence, high throughput; activation, % at 9.1 µM; hit rate 1% among 370,000; MG213 cells, MMTV-luciferase reporter, dexamethasone, overnight; AID 652017, 2013; in the data active = activation above about 7.8%;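 note: 0% = vehicle wells and 100% = reference activator wells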
FXN GAA850 act: FXN promoter activators, primary screen, cell-based, luciferase luminescence, HEK293 lucGAA850 | HEK293 lucGAA850 FXN promoter luciferase reporter, 24 h; percent of 10 µM SAHA response | activation, % at 6 µM | hit rate 0.56% among 360,000 | AID 540364, 2011;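 active = activation above the average of all compounds screened plus 3 SD, cutoff fixed separately per campaign, cut at about 7.5% in these data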;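 note: 0% = DMSO wells and 100% = 10 µM SAHA wells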
DAX1 inh-1: DAX1 (NR0B1) inhibitors on StAR promoter, primary screen, cell-based, luminescence, SF-1 (NR5A1), full-length DAX-1; inhibition, % at 6.8 µM; HEK293T StAR-luciferase reporter, SF-1/DAX-1 repression relief; AID 652010, 2013; hit rate 1.1% among 370,000;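 active = inhibition above the mean over all tested compounds plus 3 SD, cut at about 3.6% in these data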;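 note: 0% = DAX-1 cells with DMSO and 100% = cells lacking DAX-1 with DMSO; higher inhibition means more luminescence from relief of DAX-1 repression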
KLK7 zymogen act: proKLK7 zymogen activators, primary screen, biochemical, fluorescence intensity; purified proKLK7, EDANS-DABCYL substrate fluorescence; 100% is mature enzyme control, 0% vehicle; activation, % at 7 µM; hit rate 0.9% among 370,000; AID 652039, 2013;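 active = activation above the mean of all tested compounds plus 3 SD, computed per campaign excluding outliers beyond control limits, cut at about 13% in these data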
Target sequence (P49862 whole entry, looked up): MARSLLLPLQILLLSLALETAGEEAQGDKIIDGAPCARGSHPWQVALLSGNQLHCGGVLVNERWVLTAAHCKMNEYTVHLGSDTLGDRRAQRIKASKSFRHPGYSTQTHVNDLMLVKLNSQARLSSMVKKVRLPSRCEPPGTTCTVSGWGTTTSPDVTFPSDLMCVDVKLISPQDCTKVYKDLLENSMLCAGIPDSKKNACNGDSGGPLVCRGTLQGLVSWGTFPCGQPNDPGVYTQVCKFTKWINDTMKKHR
hcDAF-12 act: H. contortus DAF-12 nuclear receptor activators, primary screen, cell-based, luminescence, HEK293, lit1-tk-luc reporter. HEK293 hcDAF-12 lit1-tk-luc reporter; 0% DMSO, 100% Δ7-dafachronic acid. activation, % at 6.8 µM. hit rate 1.4% among 370,000. AID 652067, 2013;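 active = activation above the mean of all tested compounds plus 3 SD, cut at about 5.5% in these data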;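 note: 100% = response to 3 µM Δ7-dafachronic acid high control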
GC-A act: GC-A stimulated cGMP production enhancers – HEK293 GC-A cells, cGMP TR-FRET, EC30 ANP, primary screen; hit rate 0.14% among 370,000; Atrial natriuretic peptide receptor 1 (Homo sapiens), P16066; AID 1671463, 2021; 0% at EC30 ANP, 100% saturating ANP; activation, % at 10 µM; in the data active = activation above about 40%
DAX1 inh-2: DAX1 (NR0B1) inhibitors, primary screen, cell-based, HEK293, Gal4-DAX1, luciferase luminescence; HEK293 Gal4-DAX1 luciferase reporter; Nuclear receptor subfamily 0 group B member 1 (Homo sapiens), P51843; inhibition, % at 6.75 µM; AID 504766, 2011; hit rate 0.99% among 340,000;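 active = inhibition above the mean over all tested compounds plus 3 SD, cut at about 4.2% in these data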;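 note: 0% = DAX1-transfected cells with DMSO and 100% = empty-vector control cells with DMSO; inhibition shows as a rise in luminescence from relieved DAX1 repression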
Target sequence (P51843 207-470 limits assumed): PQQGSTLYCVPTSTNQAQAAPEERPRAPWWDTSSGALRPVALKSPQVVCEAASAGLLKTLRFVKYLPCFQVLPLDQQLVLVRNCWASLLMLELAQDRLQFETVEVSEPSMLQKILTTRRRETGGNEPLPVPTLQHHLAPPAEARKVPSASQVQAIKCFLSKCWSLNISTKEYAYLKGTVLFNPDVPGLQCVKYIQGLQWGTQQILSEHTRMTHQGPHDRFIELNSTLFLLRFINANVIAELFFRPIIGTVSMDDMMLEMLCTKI
sPLA2-III inh: human group III sPLA2 inhibitors, primary screen, biochemical, QFRET, BODIPY PC-A2 liposome substrate | hit rate 0.56% among 370,000 | QFRET BODIPY PC-A2 liposome hydrolysis, fluorescence | AID 743126, 2013 | Group 3 secretory phospholipase A2 (Homo sapiens), Q9NZ20 | inhibition, % at 12.2 µM;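 active = inhibition above mean plus 3 SD of compounds lying within the high and low control bounds, cut at about 19% in these data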;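 note: 0% = median of test compound wells and 100% = no enzyme DMSO wells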
Target sequence (Q9NZ20 whole entry, looked up): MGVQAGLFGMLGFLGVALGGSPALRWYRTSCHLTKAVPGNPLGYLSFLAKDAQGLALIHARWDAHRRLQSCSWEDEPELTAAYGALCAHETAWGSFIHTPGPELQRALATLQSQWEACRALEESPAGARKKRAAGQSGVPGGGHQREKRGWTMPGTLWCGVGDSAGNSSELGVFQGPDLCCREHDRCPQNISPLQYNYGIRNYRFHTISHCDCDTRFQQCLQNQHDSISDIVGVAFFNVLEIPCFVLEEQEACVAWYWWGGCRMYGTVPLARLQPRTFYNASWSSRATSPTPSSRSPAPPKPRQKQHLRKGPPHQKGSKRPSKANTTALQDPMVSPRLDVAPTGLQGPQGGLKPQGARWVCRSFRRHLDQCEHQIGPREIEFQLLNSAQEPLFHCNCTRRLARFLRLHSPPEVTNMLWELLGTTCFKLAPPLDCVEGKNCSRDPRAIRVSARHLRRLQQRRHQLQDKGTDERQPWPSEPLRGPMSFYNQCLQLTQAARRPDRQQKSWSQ
hgDAF-12 ag: H. glycines DAF-12 receptor agonists, primary screen, cell-based, luminescence, HEK293, GAL4 fusion, UAS-luciferase; Nuclear hormone receptor DAF-12 (Heterodera glycines), GAL4 fusion; HEK293 GAL4-hgDAF12 UAS-luciferase reporter, agonist luminescence; normalized to butyrate control; activation, % at 6.8 µM; hit rate 1.8% among 370,000; AID 687014, 2013;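 active = activation above a cutoff set at the mean of all screened compounds plus 3 SD, cut at about 10% in these data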;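 note: 0% = DMSO wells and 100% = sodium butyrate wells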
NPR2 activator: human GC-B receptor activators, primary screen, HEK293 GC-B cells, cGMP TR-FRET, EC30 CNP | hit rate 0.11% among 370,000 | activation, % at 10 µM | 0% at EC30 CNP, 100% saturating CNP;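 active = activation at 10 µM reaching about 35% in either raw or pattern-adjusted values, limit read from the data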
Active calls of the source: *; / = no result given.

Molecule	ssDAF-12 act	SMARCA2 activ	FXN GAA850 act	DAX1 inh-1	KLK7 zymogen act	hcDAF-12 act	GC-A act	DAX1 inh-2	sPLA2-III inh	hgDAF-12 ag	NPR2 activator
O=C(COc1ccccc1C(=O)O)Nc1cccc2ccccc12	-0.3	0	1.0	0.5	-1.1	1.1	3	0.8	-2	2.3	2
CC(CCc1ccccc1)NC(=O)C1CCC1 (stereo not given)	-1.4	2	-0.8	0.0	0.5	-0.8	2	0.9	-4	0.9	-3
Cc1cccnc1NC(=O)c1ccc(OCC2CCCO2)cc1 (stereo not given)	-0.2	-1	0.4	0.9	-0.7	-0.2	1	0.3	4	4.6	-2
Cc1ccc(S(=O)(=O)c2nc(Nc3ccccc3N3CCOCC3)sc2Cl)cc1	-1.7	-1	-0.2	0.1	0.6	-1.5	2	0.1	3	-2.0	-1
CC(=O)Nc1ccc(S(=O)(=O)NCCC(=O)OCc2csc(CC(=O)Nc3ccccc3C)n2)cc1	-0.8	-2	1.4	-1.0	0.6	-2.1	0	-0.6	-40	2.4	-3
CCCOc1ccc(/C=C/C(=O)N2CCN(C(=O)c3ccco3)CC2)cc1OC	-1.4	1	-0.7	-0.9	3.2	-1.7	-1	1.9	-2	-3.2	1
Cc1onc2c(=O)n(-c3ccccc3)nc(-c3ccccc3)c12	-2.0	0	2.8	-0.3	0.1	1.3	1	0.6	6	-0.7	-4
CCOc1ccc(S(=O)(=O)NCc2ccc3c(c2)OCO3)cc1	-1.0	0	2.5	-0.1	0.5	0.4	3	-0.5	-6	0.4	2
CCOC(=O)N1CCC(NC(=O)c2cc(C(=O)NCc3ccc(F)cc3)ccc2CO)CC1	-1.2	2	3.0	-0.8	-0.2	-1.0	3	-0.5	6	1.9	10
CCCN1C(=O)/C(=C/c2nc3ccccc3c(=O)[nH]2)c2ccccc21	-0.5	-2	1.4	0.1	0.3	-0.8	2	-0.8	2	1.8	-2
Cc1cc(OC(C)C)nc(-c2ccccc2O)n1	-1.2	-6	0.1	0.1	0.2	1.0	1	0.4	2	-0.5	5
CCOc1cc(C(=O)Nc2ccc(F)cc2)cc(Br)c1OC	-1.9	-7	0.6	-1.7	-0.4	-4.1	1	-1.1	-4	-3.1	0
CCO[C@@H]1OC(C(=O)O)=C[C@H](c2ccc(C(F)(F)F)cc2)[C@H]1CCCO	-1.1	0	1.2	-0.5	0.2	-0.7	-5	2.7	5	1.2	-4
O=C(NCCc1c[nH]c2ccccc12)c1cncc(Br)c1	0.1	-1	1.9	-0.3	0.4	3.3	-3	-0.4	-36	1.5	-6
COc1ccc(NC(=O)CSc2nc(-c3ccco3)nc3cc(=O)[nH]n23)cc1Cl	-0.4	-2	1.6	0.0	-0.5	0.9	-4	0.1	-11	-0.2	-6
O=C(NNC(=O)c1cccnc1)Nc1ccc(Cl)c(Cl)c1	-1.2	-1	1.2	-0.2	0.4	-1.3	5	2.6	-2	-1.9	2
COc1ccc(Cl)cc1NC(=O)CSc1nc2ccsc2c(=O)n1CC1CCC(C(=O)O)CC1 (stereo not given)	-1.2	3	-2.2	-0.1	-0.3	-0.2	4	1.0	-9	0.1	-2
CCOC(CC(=O)NNC(=O)c1c(-c2c(Cl)cccc2Cl)noc1C)OCC	-1.7	-3	-2.9	-0.3	3.4	0.2	0	/	-5	-1.2	-3
Cc1ccc2c(C)c(C(=O)Nc3c(C)n(C)n(-c4ccccc4)c3=O)oc2c1C	-1.4	-2	-0.1	0.2	0.4	0.0	-6	-0.2	16	-3.6	0
COc1ccc(N2CCN(c3nccs3)CC2)cc1	-0.8	3	2.1	0.2	0.3	-0.9	0	0.2	1	6.4	-2
COc1ccc(N(CC(=O)Nc2ccccc2OC)S(=O)(=O)c2ccccc2)cc1Cl	-1.7	-2	-1.2	-0.3	-0.6	-2.4	-14	3.3	-21	-1.9	-14
COc1ccccc1CN1CCN(Cc2nc(-c3ccc(C)cc3)oc2C)CC1	-0.2	-4	2.0	0.9	0.9	0.4	2	0.7	-14	-0.6	8
Cc1ccc(CNC(=O)CSc2nc3[nH]ncc3c(=O)[nH]2)cc1	-0.4	0	1.8	-0.2	0.1	-1.1	3	-0.4	19*	-2.5	2
COC(=O)c1ccc(S(=O)(=O)N2CCN(C)CC2)n1C	-0.4	-1	2.2	-0.4	0.0	-1.6	-1	-0.6	-2	-0.1	-2
Cc1cc2ccc3ccccc3c2cc1CN(C)C	-0.6	1	3.8	0.9	-0.5	2.0	3	/	4	2.6	-5
Cc1ccc(-c2cc(-c3ccc(Cl)cc3)c(C#N)c(N)n2)o1	-1.4	-3	-1.1	-0.7	2.1	-1.0	2	-0.6	12	-2.8	-5
O=C(Nc1ccc(S(=O)(=O)Nc2nccs2)cc1)c1c(F)c(F)c(F)c(F)c1F	-1.0	-2	-1.8	1.4	-0.3	-1.7	-1	-0.4	-25	0.8	3
COc1ccc(/C=[N+](\[O-])C2N(c3ccccc3)C(=S)SC2(C)C)cc1OC (stereo not given)	-1.1	-2	-0.4	0.1	0.8	9.3*	4	1.6	13	2.9	2
CCSc1nnc(NC(=O)CSc2nc(CC)nc3c2c(=O)n(C)c(=O)n3C)s1	-0.9	-1	0.0	0.8	0.0	-0.2	-3	0.4	3	-0.1	0
Cc1cc(NC(=O)Nc2ccc(Cl)cc2)no1	-1.1	0	2.4	0.6	-0.1	2.0	5	4.8*	-4	2.5	-6
CC1=C(C(=O)OCC(C)C)C(c2cccs2)NC(=S)N1 (stereo not given)	-1.4	-3	-1.6	0.5	-0.2	-0.2	-9	-1.1	11	0.6	-4
Cc1ccc(SCc2ccc(C(=O)N3CCCC3)cc2)cc1	-0.6	0	2.7	1.4	-1.5	1.2	4	2.6	-9	2.6	-6
COc1ccc(CCN(C(=O)C(F)(F)F)C(C(=O)NC2CCCC2)c2cccs2)cc1 (stereo not given)	-2.0	-2	-0.8	0.4	-0.1	-2.6	-23	-1.1	-7	-2.5	-16
CC(NC(=O)c1cc(S(=O)(=O)N2CCOCC2)ccc1N1CCCC1)c1ccc(Cl)c(Cl)c1 (stereo not given)	-0.6	-4	-2.9	1.8	-0.6	-1.0	-1	0.8	11	-1.5	1
O=[N+]([O-])c1ccc(C2(O)CN(c3ccccc3)C3=[N+]2CCS3)cc1 (stereo not given)	-1.6	-3	1.5	0.5	-0.5	-0.8	-15	0.9	-2	-1.7	-9
Cc1ccc(-c2nn3c(C)nnc3c3ccccc23)cc1S(=O)(=O)N1CCN(CCO)CC1	-1.3	3	-0.2	-0.8	0.9	-1.8	6	1.2	-3	-2.7	7
O=C(CN1CCCc2ccccc21)NC(=O)NCc1ccco1	-0.1	-3	1.2	0.6	0.0	3.3	-2	0.7	-3	4.0	4
Cc1cccc(OCC(=O)NNC(=O)c2cc(S(=O)(=O)N(C)C)ccc2N2CCCC2)c1	-0.3	-2	-1.1	-0.1	1.1	-0.2	-2	-0.7	-5	1.1	0
CC(Sc1nnc(-c2ccco2)n1N)C(=O)NC1CCCCC1C (stereo not given)	-1.2	-2	0.4	-0.9	-0.1	1.1	3	0.6	1	0.5	-2
O=C(NC(Cc1ccccc1)C(=O)N1CCCC(C(F)(F)F)C1)c1ccccc1 (stereo not given)	-1.4	0	-0.1	-1.4	0.4	-1.4	2	0.0	-1	0.4	3
Cc1cc(NC(=O)C(C)SCC(=O)N(C)CC(=O)Nc2ccc(F)cc2)no1 (stereo not given)	-1.2	1	0.4	0.9	-0.2	-0.2	4	-1.3	13	1.5	-1
CCC1(c2ccccc2)NC(=O)N(CC(=O)Nc2ccc3c(C)cc(=O)oc3c2)C1=O (stereo not given)	-1.0	-1	-1.4	-0.8	7.3	-2.2	-2	-0.7	-4	-2.3	-6
CSc1cccc(NC(=O)c2cc(S(=O)(=O)N3CCCCC3)c[nH]2)c1	-1.1	0	-1.9	-0.3	0.1	-1.8	0	1.2	-6	-3.2	1
Cc1ccc2oc(=O)c3cnn(CC(=O)N4CCN(c5cccc(C(F)(F)F)c5)CC4)c3c2c1	-0.6	0	/	-0.6	-0.1	1.3	-5	/	3	-1.5	2
O=S(=O)(c1ccc(SCc2cccc(Cl)c2)nc1)N1CCCC1	-0.9	-2	-0.1	-0.5	0.2	-0.8	0	0.0	-7	2.8	-1
COC(=O)C1=C(C)N=C2SC(C#N)=C(N)N2C1c1ccc(OCc2ccccc2)cc1 (stereo not given)	-1.4	-1	-5.7	-0.6	0.3	-1.6	-41	-0.3	-24	0.8	-42
COc1ccc(-c2nn(-c3ccccc3)cc2/C=N/O)cc1	-1.0	1	0.8	-0.2	0.8	-1.2	3	-1.7	-20	-0.9	-4
Cc1ccc(N(CC(O)CN2CCCC2)S(=O)(=O)c2ccccc2)cc1 (stereo not given)	-0.2	3	5.9	0.5	0.1	0.2	-4	1.1	-12	2.6	-3
COc1ccc(NC(=O)CN(C)C(=O)c2ccccc2CCc2ccccc2)cc1	-1.6	-2	0.4	-0.7	-0.6	-0.4	2	-1.2	-24	-1.4	1
COc1ccc(C(=O)NNC2=NCCCCC2)cc1	-0.4	0	0.8	1.3	0.2	-0.1	2	2.6	0	5.1	-1
COc1cccc(/C=N/NC(=O)c2nc(-c3ccccc3)cc(-c3ccccc3)n2)c1O	-1.6	-2	-1.9	-0.3	-0.9	-3.3	-5	-1.3	-5	0.5	9
O=C(COC(=O)c1ccc(Br)o1)Nc1ccc(N2CCOCC2)cc1	-0.8	1	0.5	-2.5	-0.1	0.2	0	-0.1	-2	4.9	4
COc1cc(OC)c(NS(=O)(=O)c2cc(C(=O)NCCCN3CCOCC3)ccc2C)cc1Cl	-0.8	-1	-0.8	-0.6	-0.5	-1.9	-2	0.3	-4	-2.0	5
Cc1cc(C)cc(N(CCC#N)C(=O)CSC2=Nc3ccccc3C3CC=NN23)c1 (stereo not given)	0.0	-1	1.6	0.7	-0.3	0.3	-2	-1.0	-19	-1.7	5
O=C(CN1c2ccccc2Sc2ccccc21)N/N=C/c1ccccc1	0.1	0	1.0	0.2	0.2	-1.0	-3	2.6	-2	-2.6	-2
